Bioassay records deposited in PubChem by several laboratories.
STAT3 blocker – IL-6 driven STAT3 reporter inhibitors, primary screen, U3A cells, luciferase, luminescence, MLSCN library. 190,000 compounds, 0.89% hits. inhibition, % at 5.5 µM. IL-6 STAT3-luciferase reporter; host cell line lacks STAT1;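 active = inhibition above the mean inhibition across all screened compounds plus 3 SD, cut at about 44% in these data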;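 also: 0% = DMSO only wells and 100% = 100 µM nifuroxazide control wells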
TLR4 MyD88 comp – inhibitors of TLR4-MyD88 association in cells, primary screen, cell-based, HeLa CL3-4, BLA complementation, FRET ratio. Toll-like receptor 4 (Homo sapiens) + Myeloid differentiation primary response protein …. HeLa CL3-4 TLR4/MyD88 BLA complementation. inhibition, % at 8.4 µM. 200,000 compounds, 0.18% hits; in the data active = inhibition above about 25%;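 also: 0% = vehicle and 100% = reference inhibitor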
ROMK mod – ROMK potassium channel modulators, primary screen, cell-based, thallium flux, MLSMR library | 130,000 compounds, 2% hits | B-score at 10 µM | Tet-inducible ROMK, thallium flux fluorescence; actives lie on both sides | AID 1918, 2009;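 active = signal ratio slope over the read window, or its plate-corrected B-score, at least 3 SD from the plate mean, either direction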;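 also: B-score of the F/F0 ratio slope over 7 to 12 s after thallium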
Target sequence (P48048 whole entry, looked up): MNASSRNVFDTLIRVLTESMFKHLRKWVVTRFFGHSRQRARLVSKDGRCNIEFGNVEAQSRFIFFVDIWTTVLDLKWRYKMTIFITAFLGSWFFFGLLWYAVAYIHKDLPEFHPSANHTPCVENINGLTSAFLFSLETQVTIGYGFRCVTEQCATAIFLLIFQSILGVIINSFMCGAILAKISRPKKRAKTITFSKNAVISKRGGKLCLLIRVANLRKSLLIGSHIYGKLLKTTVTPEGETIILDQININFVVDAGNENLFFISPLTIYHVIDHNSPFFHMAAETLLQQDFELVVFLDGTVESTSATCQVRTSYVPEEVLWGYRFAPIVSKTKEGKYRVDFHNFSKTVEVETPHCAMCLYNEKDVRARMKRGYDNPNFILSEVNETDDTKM
PPARg SRC2 recr – agonists of PPARg-SRC-2 recruitment, primary screen, biochemical, HTS; 200,000 compounds, 0.34% hits; activation, % at 8 µM; Peroxisome proliferator-activated receptor gamma (Homo sapiens), P37231; AID 1032, 2008; PPARgamma LBD-SRC-2 recruitment; in the data active = activation above about 22%;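 also: 0% = vehicle and 100% = reference agonist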
Target sequence (P37231 whole entry, looked up, the tested form may be a part): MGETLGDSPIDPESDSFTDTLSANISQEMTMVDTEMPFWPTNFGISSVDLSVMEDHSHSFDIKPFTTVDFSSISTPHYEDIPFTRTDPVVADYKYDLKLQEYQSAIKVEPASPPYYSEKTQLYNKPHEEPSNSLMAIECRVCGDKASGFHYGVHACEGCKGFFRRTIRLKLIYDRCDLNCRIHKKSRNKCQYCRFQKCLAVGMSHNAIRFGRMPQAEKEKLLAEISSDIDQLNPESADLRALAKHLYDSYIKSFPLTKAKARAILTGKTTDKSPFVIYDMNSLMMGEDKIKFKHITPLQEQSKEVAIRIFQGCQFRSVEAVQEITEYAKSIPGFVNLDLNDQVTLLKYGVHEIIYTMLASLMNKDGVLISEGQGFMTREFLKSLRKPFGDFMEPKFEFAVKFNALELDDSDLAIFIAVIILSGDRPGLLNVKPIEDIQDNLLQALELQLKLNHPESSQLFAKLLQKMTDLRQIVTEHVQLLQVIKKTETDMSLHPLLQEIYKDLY
STAT1 inh – STAT1 signaling inhibitors, primary screen, cell-based, HTS, luciferase reporter; inhibition, % at 5.5 µM; 200,000 compounds, 0.35% hits; NIH 3T3 STAT1-luciferase reporter, IFN-gamma, luminescence; AID 920, 2007;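 active = inhibition above a set limit, the mean inhibition across all tested compounds plus 3 SD, cut at about 34% in these data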;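 also: 0% = IFN-gamma with DMSO and 100% = IFN-gamma with 300 µM nifuroxazide; values of inactives mirror those of a sister screen read the other way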
STAT3 activator – IL-6 driven STAT3 reporter potentiators, primary screen, U3A cells, luciferase, luminescence, MLSCN library; IL-6 STAT3-luciferase reporter; 100% = signal with IL-6 EC80 alone; activation (% of control), % at 5.6 µM; 190,000 compounds, 0.91% hits; AID 871, 2007;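 active = activation above the screen-wide mean of compound activation plus 3 SD, cut at about 130% in these data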;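 also: 0% = background luminescence of wells with medium and substrate only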
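Material: STAT3-luciferase reporter U3A cells. Controls: IL-6-treated wells, 100% activation. Read-out: % activation versus median of IL-6-stimulated wells. Probe or stimulus: IL-6 stimulus at 33 ng/mL final. Timing: compound 1 h, then IL-6 6 h at 37 °C. Signal: reporter luminescence signal.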
RAM inhibit – inhibitors of the yeast RAM network, primary screen, dse1pr::URA3 reporter, 5-FOA selection | S. cerevisiae dse1pr::URA3 reporter, 5-FOA growth OD615, 2 d; analog-sensitive cbk1-as2 kinase mutant strain | inhibition, % at 50 µM | 190,000 compounds, 1.8% hits;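 active = inhibition above a set limit, 3 SD over mean compound inhibition, cut at about 8.4% in these data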;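 also: 0% = DMSO-only wells with no growth and 100% = 10 µM 1-NA-PP1 full growth; inhibition rescues growth on 5-FOA so higher OD means more RAM inhibition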
PPARg SRC-1 ag – PPARgamma agonists recruiting SRC-1 coactivator, primary screen, biochemical; Peroxisome proliferator-activated receptor gamma (Homo sapiens), P37231; PPARgamma-SRC-1 coactivator recruitment biochemical assay; activation, % at 8 µM; 200,000 compounds, 0.41% hits; in the data active = activation above about 19%;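 also: 0% = DMSO and 100% = reference agonist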
PPARg SRC3 recr – PPARgamma agonists recruiting SRC-3 coactivator, primary screen, biochemical | Peroxisome proliferator-activated receptor gamma (Homo sapiens), P37231 | biochemical PPARgamma/SRC-3 coactivator recruitment assay | activation, % at 8 µM | 200,000 compounds, 0.26% hits | AID 731, 2007; in the data active = activation above about 23%;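 also: 0% = DMSO and 100% = reference agonist; some compounds past the cut are filed as inactive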
S1P3 antagonist – S1P3 receptor antagonists, primary screen, cell-based; 170,000 compounds, 0.27% hits; CHO S1P3 NFAT-BLA reporter, FRET fluorescence, antagonist mode; Sphingosine 1-phosphate receptor 3 (Homo sapiens), Q99500; AID 485, 2006; inhibition, % at 4.98 µM;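 active = inhibition above the plate cutoff, the mean inhibition of test wells on that plate plus 3 SD, cut at about 28% in these data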;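 also: cells challenged with S1P at its EC80 of 0.8 µM; blue over green emission ratio from cleaved BLA substrate after 4 h stimulation; 0% = S1P-stimulated wells and 100% = unstimulated DMSO-only wells; some compounds past the cut are filed as inactive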
SRC2 TRFRET art – TR-FRET signal artefacts, primary screen, artefact control for PPARgamma SRC-2 agonist project, biochemical; TR-FRET ratio at 8 µM; TR-FRET artefact counter-screen; active compounds read high; 200,000 compounds, 0.4% hits; AID 1049, 2008; in the data active = TR-FRET ratio above about 2000; also: inactives centre near 1500
The depositor's hits bear a star; nt = not tested or not shown. The order is random. Share with any hit: about 5.6%.

SMILES	STAT3 blocker	TLR4 MyD88 comp	ROMK mod	PPARg SRC2 recr	STAT1 inh	STAT3 activator	RAM inhibit	PPARg SRC-1 ag	PPARg SRC3 recr	S1P3 antagonist	SRC2 TRFRET art
CCN(CC)S(=O)(=O)c1cc(C(=O)OCC(=O)Nc2ccc(-c3nc4ccc(C)cc4s3)cc2)ccc1F	38	-2	0.4	7	-50	72	6.7	-6	0	-1	1500
Cc1ccc(C(C(=O)NC2CCCCC2)N2CCCC2)cc1 (stereo unspecified)	2	5	nt	2	-1	104	0.5	-4	0	nt	1457
Cc1ccc(CSc2nnc(-c3ccc4c(c3)OCO4)o2)cc1	-4	8	0.6	0	5	105	15*	2	2	nt	1638
Cc1ccc(NC(=O)CCCCCC2NC(=O)NC2C)cc1 (stereo unspecified)	7	4	0.5	0	-6	97	-1.1	-3	-1	6	1389
COc1cc(C(=O)O)ccc1OC(C)=O	9	3	nt	-1	-4	97	-0.2	-5	2	-18	1534
CC(C(=O)Nc1cc([N+](=O)[O-])ccc1Cl)N1CCN(c2ccc(O)cc2)CC1 (stereo unspecified)	6	-11	-0.89	9	11	94	1.7	4	3	5	1674
COc1ccc(CC(=O)Nc2ccc(S(=O)(=O)Nc3cc(C)on3)cc2)cc1	-10	-2	0.35	3	-2	108	2.5	-6	-1	nt	1416
Cc1nnc(SCC(=O)NC2CCCCC2)n1C1CCCCC1	13	4	0.94	0	-1	92	1.3	8	5	4	1457
CC1(C)C(c2ccc(Cl)cc2)=[N+]([O-])C2(CCCC/C2=N\O)N1O (stereo unspecified)	1	15	-0.47	-5	0	103	0.6	3	-10	6	1540
COc1nc(-c2ccccc2)cc(-c2ccc(OC)c(OC)c2)n1	16	-15	0.7	3	-5	86	3.8	1	10	-54	1429
Fc1ccc(C(CNC(=S)NC2CCCCC2)N2CCOCC2)cc1 (stereo unspecified)	8	-14	0.13	-5	-6	95	0.6	5	3	-15	1613
CCCCn1c(SCC(=O)c2ccccc2)nc2ccsc2c1=O	22	-13	0.091	3	16	84	2.3	3	-2	15	1720
Cn1/c(=N/N=C/c2ccc(Cl)c([N+](=O)[O-])c2)sc2ccccc21	-57	-13	nt	0	4	156*	3.1	-8	8	nt	1504
Cc1cc(N2CC(C(=O)O)CC2=O)ccc1Br (stereo unspecified)	8	-12	0.21	-6	6	95	3.1	7	0	22	1502
Brc1ccc(-c2noc(COc3ccc4ccccc4c3)n2)o1	-4	-7	nt	5	4	111	2.8	0	13	nt	1686
O=C(COC(=O)CN1C(=O)C2CCCCC2C1=O)NC1CCS(=O)(=O)C1 (stereo unspecified)	-4	8	nt	10	7	102	-0.1	9	4	-3	1582
CCOC(=O)c1ccc(NC(=S)NN2CCOCC2)cc1	5	21	-0.15	-4	-2	93	-0.5	0	3	5	1506
CC(C)(C)NC(=O)NC(=O)CN1CCN(c2ccccc2)CC1	-7	4	0.93	-5	5	108	-0.1	0	-5	-13	1513
CC(=O)Cn1c(CN2CC(C)CC(C)C2)nc2c1c(=O)n(C)c(=O)n2C (stereo unspecified)	5	1	nt	8	0	99	0.8	1	4	-18	1682
CCCCNCCOCCOc1ccc(F)cc1	11	-11	-1.3	9	0	91	0.3	2	-3	-6	1554

2 of the compounds above, with each value named.
Fc1ccc(C(CNC(=S)NC2CCCCC2)N2CCOCC2)cc1 (stereo unspecified)
  STAT3 blocker: 8
  TLR4 MyD88 comp: -14
  ROMK mod: 0.13
  PPARg SRC2 recr: -5
  STAT1 inh: -6
  STAT3 activator: 95
  RAM inhibit: 0.6
  PPARg SRC-1 ag: 5
  PPARg SRC3 recr: 3
  S1P3 antagonist: -15
  SRC2 TRFRET art: 1613
CCCCn1c(SCC(=O)c2ccccc2)nc2ccsc2c1=O
  STAT3 blocker: 22
  TLR4 MyD88 comp: -13
  ROMK mod: 0.091
  PPARg SRC2 recr: 3
  STAT1 inh: 16
  STAT3 activator: 84
  RAM inhibit: 2.3
  PPARg SRC-1 ag: 3
  PPARg SRC3 recr: -2
  S1P3 antagonist: 15
  SRC2 TRFRET art: 1720

15 consecutive compounds from above:
SMILES	STAT3 blocker	TLR4 MyD88 comp	ROMK mod	PPARg SRC2 recr	STAT1 inh	STAT3 activator	RAM inhibit	PPARg SRC-1 ag	PPARg SRC3 recr	S1P3 antagonist	SRC2 TRFRET art
CC(C(=O)Nc1cc([N+](=O)[O-])ccc1Cl)N1CCN(c2ccc(O)cc2)CC1 (stereo unspecified)	6	-11	-0.89	9	11	94	1.7	4	3	5	1674
COc1ccc(CC(=O)Nc2ccc(S(=O)(=O)Nc3cc(C)on3)cc2)cc1	-10	-2	0.35	3	-2	108	2.5	-6	-1	nt	1416
Cc1nnc(SCC(=O)NC2CCCCC2)n1C1CCCCC1	13	4	0.94	0	-1	92	1.3	8	5	4	1457
CC1(C)C(c2ccc(Cl)cc2)=[N+]([O-])C2(CCCC/C2=N\O)N1O (stereo unspecified)	1	15	-0.47	-5	0	103	0.6	3	-10	6	1540
COc1nc(-c2ccccc2)cc(-c2ccc(OC)c(OC)c2)n1	16	-15	0.7	3	-5	86	3.8	1	10	-54	1429
Fc1ccc(C(CNC(=S)NC2CCCCC2)N2CCOCC2)cc1 (stereo unspecified)	8	-14	0.13	-5	-6	95	0.6	5	3	-15	1613
CCCCn1c(SCC(=O)c2ccccc2)nc2ccsc2c1=O	22	-13	0.091	3	16	84	2.3	3	-2	15	1720
Cn1/c(=N/N=C/c2ccc(Cl)c([N+](=O)[O-])c2)sc2ccccc21	-57	-13	nt	0	4	156*	3.1	-8	8	nt	1504
Cc1cc(N2CC(C(=O)O)CC2=O)ccc1Br (stereo unspecified)	8	-12	0.21	-6	6	95	3.1	7	0	22	1502
Brc1ccc(-c2noc(COc3ccc4ccccc4c3)n2)o1	-4	-7	nt	5	4	111	2.8	0	13	nt	1686
O=C(COC(=O)CN1C(=O)C2CCCCC2C1=O)NC1CCS(=O)(=O)C1 (stereo unspecified)	-4	8	nt	10	7	102	-0.1	9	4	-3	1582
CCOC(=O)c1ccc(NC(=S)NN2CCOCC2)cc1	5	21	-0.15	-4	-2	93	-0.5	0	3	5	1506
CC(C)(C)NC(=O)NC(=O)CN1CCN(c2ccccc2)CC1	-7	4	0.93	-5	5	108	-0.1	0	-5	-13	1513
CC(=O)Cn1c(CN2CC(C)CC(C)C2)nc2c1c(=O)n(C)c(=O)n2C (stereo unspecified)	5	1	nt	8	0	99	0.8	1	4	-18	1682
CCCCNCCOCCOc1ccc(F)cc1	11	-11	-1.3	9	0	91	0.3	2	-3	-6	1554

Further records.
SMILES	STAT3 blocker	TLR4 MyD88 comp	ROMK mod	PPARg SRC2 recr	STAT1 inh	STAT3 activator	RAM inhibit	PPARg SRC-1 ag	PPARg SRC3 recr	S1P3 antagonist	SRC2 TRFRET art
Cc1cc(C(F)F)n2nc(C(=O)NCc3ccccc3F)nc2n1	2	-4	nt	-2	0	103	5.0	3	3	-13	1776
CC(=O)NS(=O)(=O)c1cccnc1Nc1ccc(Cl)c(Cl)c1	6	3	nt	5	0	101	0.7	2	3	nt	1682
Cc1ccc(-c2nn(C)c(=O)c3ccccc23)cc1S(=O)(=O)NCCO	12	7	nt	4	-4	89	-0.5	4	-6	-14	1605
Cc1noc(C)c1S(=O)(=O)Nc1ccc(C(=O)NCc2ccccc2)cc1	3	4	nt	0	0	106	1.4	2	-20	-4	1466
COC(=O)C1C(=O)C2=C(CC1C)NC(C)=C(C(=O)OC1CCCC1)C2c1ccc(N(C)C)cc1 (stereo unspecified)	-9	-6	-0.72	11	-4	110	-0.4	7	15	7	1639
N#Cc1ccc(C(=O)Nc2nc(SCc3ccc(Cl)cc3)n[nH]2)cc1	14	-7	nt	9	1	89	1.2	3	1	-2	1598
CN(C)CCNc1nc(-c2ccccc2)c2c(c1C#N)CC(C)(C)OC2	0	-5	0.1	-2	-8	105	0.1	-6	-7	nt	1515
COC(=O)Cn1ncc2c3ccccc3n(Cc3ccccc3)c2c1=O	9	-3	-1.1	0	3	97	1.6	-2	6	nt	1650
Cc1cccc(OCC(=O)N2CCN(C(=O)CCC3CCCC3)CC2)c1	-1	-11	-2.6	4	-2	103	0.4	6	8	2	1489
Cc1cccc(Nc2c3c(nc4ncnn24)CCC3)c1	8	5	-1.6	0	1	95	0.2	1	-2	-6	1476
Cn1cccc1Cc1nnc(SCC(=O)Nc2ccccc2)n1-c1ccc(F)cc1	0	6	nt	-3	-1	100	1.9	-4	1	-29	1567
Cc1ccccc1CNC(=O)c1ccccc1C(=O)O	2	6	-0.038	11	-4	101	2.0	3	-1	nt	1678
CCC(O)(CC)C(=O)NN(C(=O)Nc1csc2c1CCCC2)c1ccccc1	-1	7	0.17	8	3	105	3.8	7	1	0	1618
N/C(=N\OC(=O)CC1CCCCC1)c1ccncc1	-2	3	0.022	-5	-7	106	0.1	-3	1	-6	1367
CC(C)c1ccc(/C=C/C(=O)Nc2nn[nH]n2)cc1	2	0	0.1	-1	-10	104	2.0	-8	2	-13	1478
CCc1ccc2nc(N3C(=O)c4oc5ccccc5c(=O)c4C3c3ccc(OC)c(OC)c3)sc2c1 (stereo unspecified)	11	1	nt	16	-1	93	3.5	11	4	9	1666
COc1ccc(C(=O)NCc2ccc3c(c2)OCO3)cc1S(=O)(=O)N(C)Cc1ccccc1	-7	2	nt	4	-6	102	9.6*	-4	7	14	1405
COCCCn1c(SCC(=O)Nc2ccccc2)nnc1-c1ccncc1	7	10	nt	3	0	95	1.4	5	-10	nt	1730
Cc1ccc(C(=O)NC(=S)Nc2cc(-c3nc4ccccc4s3)ccc2C)cc1	-17	8	nt	8	-17	114	2.1	2	0	nt	1440
CCC(CC)c1nc2ccccc2c(=O)[nH]1	2	2	0.083	7	-1	100	1.1	6	5	-17	1482
Cc1nn2c(=O)c(NC(=O)c3ccc(F)cc3)cnc2s1	6	-10	nt	7	0	97	3.1	7	4	-6	1624
COC(=O)N1CCN(c2ccc(OC)cc2)CC1	10	8	0.68	12	-1	95	-0.8	-1	3	10	1349
COc1ccc(S(=O)(=O)n2ccc(-c3cnc(-c4ccccc4)s3)n2)cc1	16	1	nt	-7	-15	91	9.3*	2	4	nt	1655
O=C(Nc1ccccn1)c1cccs1	-7	1	-1.4	-2	-14	106	1.2	-6	4	nt	1487
